BL2 CD40 inh = CD40 pathway inhibition in BL2 cells; AID 1053188; inhibition, % at 10 µM; 83,000 tested, 0.94% active; BL2 NF-kB luciferase reporter, CD40L-induced, 4 h;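 active = mean inhibition of at least 50% with a set share of replicates also reaching that level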;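 note: 0% = neutral control wells and 100% = IKK inhibitor VII at 50 µM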
* = called active by the depositor; [ ] = dose if it differs, or a comment. This is a subset; the hit share may differ from the screen's.

Screening CN1C(=O)c2cc(NC(=O)C3CCOCC3)ccc2OC[C@@H]2O[C@@H](CC(=O)NCC3CC3)CC[C@@H]21 returned BL2 CD40 inh -7.
For O=C(C1CCC1)N1CC(=O)N2[C@H](C1)[C@H](c1ccc(C#Cc3cccc(F)c3)cc1)[C@@H]2CO the results were BL2 CD40 inh 8.
`O=C(CC(=O)Nc1ccccc1)Nc1ccccc1` gave BL2 CD40 inh 2.
O=C(O)[C@@H]1[C@@H](CO)[C@@H]2Cn3c(ccc(-c4ccc(F)cc4)c3=O)[C@@H]2N1C(=O)Nc1ccccc1 was read as BL2 CD40 inh 0[25 µM].
For O=C(NNC(=O)C1CC(c2cccs2)=NO1)NC1CCCCC1 (stereo not drawn) the results were BL2 CD40 inh 3.
`O=C1C2=C(SCCS2)C(=O)N1c1ccccc1` gave BL2 CD40 inh -4.
For Cc1ccc(S(=O)(=O)NCC(=O)NCC(=O)NCCc2ccc(Cl)cc2)cc1C the results were BL2 CD40 inh 4.
`Cc1onc(-c2ccccc2Cl)c1C(=O)NCCn1ccc2ccccc21` gave BL2 CD40 inh 19.
For CCNC(=O)c1sc2cc(C)ccc2c1Cl the results were BL2 CD40 inh -66.
For Cc1noc(C)c1CSCC(=O)Nc1ccc(S(=O)(=O)C(F)F)cc1 the results were BL2 CD40 inh 11.
For CCN(CC)C(=O)c1sc2nc(N3CCOCC3)c3c(c2c1N)CCCC3 the results were BL2 CD40 inh 32.
For N#C[C@@H]1[C@H](c2ccc(C#Cc3ccccc3F)cc2)[C@@H](CO)N1C(=O)C1CCC1 the results were BL2 CD40 inh 81*.
`COc1ccccc1Oc1nc2c(c(=O)n(Cc3ccccc3F)c(=O)n2C)n1C` gave BL2 CD40 inh 7.
Screening C[C@H]1CN([C@@H](C)CO)C(=O)c2ccccc2-c2ccccc2CO[C@H]1CN(C)S(=O)(=O)c1ccc(F)cc1 returned BL2 CD40 inh -8.
CCOC(=O)c1cc(C#N)c(N2CCN(c3ccccn3)CC2)nc1-c1ccccc1 was read as BL2 CD40 inh 0.
`CN1C(=O)c2cc(NC(=O)Cc3cccs3)ccc2OC[C@@H]2O[C@@H](CC(=O)NCCc3ccncc3)CC[C@H]21` gave BL2 CD40 inh -3[25 µM].
Screening O=C(NCC[C@H]1CC[C@@H](NC(=O)C2CCOCC2)[C@@H](CO)O1)c1cc(Cl)cc(Cl)c1 returned BL2 CD40 inh -19[25 µM].
COc1ccc(C(=O)Nc2n[nH]c(-c3ccncc3)n2)cc1 was read as BL2 CD40 inh 7.
For COc1ccc(NC(=O)CNC(=O)c2ccco2)cc1S(=O)(=O)Nc1cc(C)ccc1Br the results were BL2 CD40 inh 0.
For CC(=O)Nc1ccc2c(c1)C(=Nc1cccc(C)c1)c1ccccc1-2 the results were BL2 CD40 inh -94.
Screening CCNC(=O)N1CCN(S(=O)(=O)c2ccc3c(c2)OCCCO3)CC1 returned BL2 CD40 inh 9.
Screening O=C(c1ccccc1)c1ccc(C(=O)N2CCCC(C(F)(F)F)C2)cc1 (stereo not drawn) returned BL2 CD40 inh -2.
O=C(COC(=O)C12CC3CC(CC(Br)(C3)C1)C2)Nc1cccc(S(=O)(=O)N2CCOCC2)c1 was read as BL2 CD40 inh 6.
CCOC(=O)c1sc2nc(C)cc(C)c2c1NC(=O)c1ccco1 was read as BL2 CD40 inh 9.
CC(NC(=O)COC(=O)CN1C(=O)C2CCCCC2C1=O)c1ccccc1 (stereo not drawn) was read as BL2 CD40 inh 9.
`Oc1c(C(c2ccccn2)N2CCOCC2)ccc2cccnc12` (stereo not drawn) gave BL2 CD40 inh -60.
`NC(=O)c1cccc(C(N)=O)n1` gave BL2 CD40 inh 9.
`CC(C)NC(=O)N(C)C[C@H]1OCc2cnnn2CCCC(=O)N([C@@H](C)CO)C[C@H]1C` gave BL2 CD40 inh -1.
COc1ccc(OCCCC(=O)N2CCN(S(=O)(=O)c3cccc(F)c3)CC2)cc1 was read as BL2 CD40 inh 2.
For NC(=O)c1ccc(OCC(F)(F)F)nc1 the results were BL2 CD40 inh 8.
`CCOc1ccccc1N1CCN(C(=O)c2cc3ccccc3cc2OC)CC1` gave BL2 CD40 inh 19.
`O=C(Nc1cccnc1)c1cc2c(s1)-c1ccccc1OC2` gave BL2 CD40 inh -51.
`CCCCC(=O)Nc1cc([N+](=O)[O-])ccc1F` gave BL2 CD40 inh -10.
CC(C)NC(=O)N1[C@@H](CO)[C@H](c2ccccc2)C12CN(C(=O)c1ccccn1)C2 was read as BL2 CD40 inh 2[25 µM].
Screening O=C(c1ccc2ccccc2c1)C1CCCN(C(=O)CCn2cnnn2)C1 (stereo not drawn) returned BL2 CD40 inh -5.
COC(=O)CSc1nc(Cc2ccccc2)nc2ccccc12 was read as BL2 CD40 inh 5.
For O=C(CCCC(=O)OCC(F)(F)C(F)F)Nc1ccccc1F the results were BL2 CD40 inh 20.
For CCc1csc(N2[C@H](C#N)[C@H](c3ccccc3-c3ccc(F)cc3)[C@H]2CO)n1 the results were BL2 CD40 inh 6[25 µM].
CO[C@@H]1CN(C)C(=O)c2cc(NC(=O)c3cccc(F)c3)ccc2OC[C@H](C)N(C)C[C@@H]1C was read as BL2 CD40 inh -9[25 µM].
`Cc1cccc(C)c1NC(=O)C1(N(Cc2ccco2)C(=O)c2ccccn2)CCCC1` gave BL2 CD40 inh 14.
`Cc1ccc2c(c1)C1OCCC1C1N2C(=O)C2C(C(=O)O)C3C=CC21O3` (stereo not drawn) gave BL2 CD40 inh -9.
Screening CCN(CC(=O)Nc1ccc2c(c1)OCCO2)C(=O)c1ccc([N+](=O)[O-])s1 returned BL2 CD40 inh -24.
Cn1c(=O)c2c(ncn2CC(=O)OCC(=O)Nc2sccc2C(N)=O)n(C)c1=O was read as BL2 CD40 inh 12.
`C[N+](C)(C)CCC(=O)N1C/C(=C/c2ccccc2)C(=O)/C(=C\c2ccccc2)C1` gave BL2 CD40 inh -60.
O=C(NCCC(c1ccccc1)c1ccccc1)c1cnc2sccn2c1=O was read as BL2 CD40 inh 5.
Screening c1csc(-c2nn3c(Cn4cnc5ccccc54)nnc3s2)c1 returned BL2 CD40 inh 4.
`O=C(CN1CCOCC1)n1c2ccccc2c2ccccc21` gave BL2 CD40 inh 2.
Screening COc1ccc(-c2cn3c4c(sc3n2)CCCC4)cc1 returned BL2 CD40 inh -4.
`CCN1CCN(C(=S)c2ccc(OC)cc2)CC1` gave BL2 CD40 inh 12.
Screening C[C@H]1CN([C@@H](C)CO)C(=O)c2c(c3ccccc3n2C)-c2ccccc2CO[C@@H]1CN(C)Cc1cccc(C(F)(F)F)c1 returned BL2 CD40 inh 61*[25 µM].
`Cn1c(=O)[nH]c(=O)c2c1nc(NCCCn1ccnc1)n2CCOc1ccccc1` gave BL2 CD40 inh -2.
COc1cccc(C(=O)Nc2ccc3c(c2)C(=O)N(C)[C@@H]2CC[C@H](CC(=O)N[C@@H](C)c4ccccc4)O[C@@H]2CO3)c1 was read as BL2 CD40 inh 21[25 µM].
Cc1nn(CC(O)Cn2cnc3c2c(=O)n(C)c(=O)n3C)c(C)c1Br (stereo not drawn) was read as BL2 CD40 inh -7.
For O=C(NCc1cccnc1)c1nc(-c2ccc(C(F)(F)F)cc2)no1 the results were BL2 CD40 inh 4.
`CSc1nc(N(C)C)c2ccccc2n1` gave BL2 CD40 inh 9.
O=C(OCC(=O)N1CCCC1=O)c1cccc(S(=O)(=O)N2CCOCC2)c1 was read as BL2 CD40 inh 11.
Screening CC(OC(=O)c1ccccn1)C(=O)Nc1ccc(C(F)(F)F)cc1 (stereo not drawn) returned BL2 CD40 inh -21.
O=C(C[C@H]1CC[C@@H]2[C@H](COC[C@@H](O)CN2C(=O)Cc2ccccc2)O1)NC1Cc2ccccc2C1 was read as BL2 CD40 inh -3[25 µM].
Screening CC(=O)c1ccccc1NS(C)(=O)=O returned BL2 CD40 inh -1.
O=C(c1ccc(S(=O)(=O)N2CCCCC2)cc1)N1CCN(CCN2C(=O)c3cccc4cccc(c34)C2=O)CC1 was read as BL2 CD40 inh 2.
For CC(=O)N1[C@H](CO)[C@H](c2ccc(-c3ccccc3)cc2)[C@@H]1CNC(=O)NC(C)C the results were BL2 CD40 inh 3[25 µM].
`COCCOC(=O)C1=C(C)NC(=S)NC1c1ccc(OCC(=O)N2CC(C)OC(C)C2)c(OC)c1` (stereo not drawn) gave BL2 CD40 inh 11.
For Cc1cccc(C)c1OCC(=O)Nc1cc(Cl)ccc1-n1cncn1 the results were BL2 CD40 inh -2.
For CC(=O)N1CCN(S(=O)(=O)c2ccc3c(c2)CC(=O)N3)CC1 the results were BL2 CD40 inh 6.
Cc1noc(C)c1NC(=O)N1C[C@H](O)COC[C@@H]2O[C@@H](CC(=O)NCC3CC3)CC[C@H]21 was read as BL2 CD40 inh -4[25 µM].
`CCN(CCO)c1ncnc2c1sc1nc(C(C)C)c3c(c12)CC(C)(C)OC3` gave BL2 CD40 inh -25.
CN(C(=O)NC1CC(=O)N(c2ccc3c(c2)OCCO3)C1)c1ccccc1 (stereo not drawn) was read as BL2 CD40 inh 14.
`CCOC(=O)N(C)C[C@H]1OCc2cn(nn2)CCCC(=O)N([C@H](C)CO)C[C@@H]1C` gave BL2 CD40 inh 0.
For Cc1nc2c(C)cccn2c(=O)c1NC(=O)c1ccc2c(c1)OCO2 the results were BL2 CD40 inh 0.
For CCOC(=O)N1CCN(C(=O)Cn2cnc3ccccc3c2=O)CC1 the results were BL2 CD40 inh 11.
For C=CCn1cnnc1SCC(=O)NCC1COc2ccccc2O1 (stereo not drawn) the results were BL2 CD40 inh 5.
Screening CCCN(C)C[C@H]1OCCCC[C@@H](C)Oc2ccc(NC(=O)CCCN(C)C)cc2C(=O)N([C@H](C)CO)C[C@@H]1C returned BL2 CD40 inh 4[25 µM].
Screening CCC(C)C(=O)Nc1nccs1 (stereo not drawn) returned BL2 CD40 inh 6.
For COc1ccc(CN2CNc3nc4ccccc4n3C2)cc1 the results were BL2 CD40 inh 3.
For COc1cccc(CC(=O)N(CCC2=CCCCC2)c2c(N)n(Cc3ccccc3)c(=O)[nH]c2=O)c1 the results were BL2 CD40 inh 9.
For CCCCC(=O)Nc1ccccc1C(C)C the results were BL2 CD40 inh 15.
For O=C1NC2(CCSC2)C(=O)N1CC(=O)N(Cc1ccccc1)C1CCS(=O)(=O)C1 (stereo not drawn) the results were BL2 CD40 inh 6.
`Cc1ccc(C(=O)Nc2ncccc2C)cc1S(=O)(=O)N1CCCCC1` gave BL2 CD40 inh -10.
Screening CCN(C(=O)c1ccncc1)c1c(N)n(Cc2ccccc2)c(=O)[nH]c1=O returned BL2 CD40 inh -4.
For CC(C)c1ccc(S(=O)(=O)N2CCN(C(=O)Cc3ccsc3)CC2)cc1 the results were BL2 CD40 inh 2.
`CCOC(=O)c1c(NC(=O)COC(=O)c2cnccn2)sc(C(=O)NC)c1C` gave BL2 CD40 inh 2.
O=[N+]([O-])c1ccc(-n2cc(-c3ccccc3)nn2)cc1 was read as BL2 CD40 inh -70.
`COc1ccc(C(=O)Nc2cccc(C(=O)NCc3ccco3)c2)cc1` gave BL2 CD40 inh -24.
For COc1ccc2c3c([nH]c2c1)[C@@H](CO)N(C(=O)Nc1ccc(F)cc1)CC31CCN(C(=O)Cc2ccncc2)CC1 the results were BL2 CD40 inh -9[25 µM].
`CC(C)Oc1ccc(S(=O)(=O)N2CCOCC2)cc1NC(=O)C1CCC1` gave BL2 CD40 inh 5.
For COc1ccccc1NS(=O)(=O)c1cccc(C(=O)NCC(c2ccccc2OC)N2CCCC2)c1 (stereo not drawn) the results were BL2 CD40 inh 3.
`CCOc1cc(/C=N/NC(=O)c2cccnc2)ccc1OCC(=O)N(C)C` gave BL2 CD40 inh -2.
For O=C(c1ccccc1NS(=O)(=O)c1ccccc1)N1CCCCCC1 the results were BL2 CD40 inh -1.
Screening Cc1cc(C)c(OCC(=O)NCC(C)(C)N2CCOCC2)c(C)c1 returned BL2 CD40 inh -18.
`NNC(=O)C1CC1c1ccc(Cl)cc1` (stereo not drawn) gave BL2 CD40 inh 0.
Screening CC1CCN(C(=O)CNC(=O)CNS(=O)(=O)c2ccccc2)CC1 returned BL2 CD40 inh -5.
Screening Cc1cc(C)n2nc(C(=O)Nc3cccc(S(=O)(=O)N4CCOCC4)c3)nc2n1 returned BL2 CD40 inh 13.

16 compounds already listed, sorted by heavy-atom count, descending:
Screening C[C@H]1CN([C@@H](C)CO)C(=O)c2c(c3ccccc3n2C)-c2ccccc2CO[C@@H]1CN(C)Cc1cccc(C(F)(F)F)c1 returned BL2 CD40 inh 61*[25 µM].
COc1cccc(C(=O)Nc2ccc3c(c2)C(=O)N(C)[C@@H]2CC[C@H](CC(=O)N[C@@H](C)c4ccccc4)O[C@@H]2CO3)c1 was read as BL2 CD40 inh 21[25 µM].
O=C(O)[C@@H]1[C@@H](CO)[C@@H]2Cn3c(ccc(-c4ccc(F)cc4)c3=O)[C@@H]2N1C(=O)Nc1ccccc1 was read as BL2 CD40 inh 0[25 µM].
`COc1ccccc1Oc1nc2c(c(=O)n(Cc3ccccc3F)c(=O)n2C)n1C` gave BL2 CD40 inh 7.
CC(C)NC(=O)N1[C@@H](CO)[C@H](c2ccccc2)C12CN(C(=O)c1ccccn1)C2 was read as BL2 CD40 inh 2[25 µM].
O=C(OCC(=O)N1CCCC1=O)c1cccc(S(=O)(=O)N2CCOCC2)c1 was read as BL2 CD40 inh 11.
`COc1ccc(C(=O)Nc2cccc(C(=O)NCc3ccco3)c2)cc1` gave BL2 CD40 inh -24.
Screening Cc1cc(C)c(OCC(=O)NCC(C)(C)N2CCOCC2)c(C)c1 returned BL2 CD40 inh -18.
COC(=O)CSc1nc(Cc2ccccc2)nc2ccccc12 was read as BL2 CD40 inh 5.
For COc1ccc(CN2CNc3nc4ccccc4n3C2)cc1 the results were BL2 CD40 inh 3.
O=[N+]([O-])c1ccc(-n2cc(-c3ccccc3)nn2)cc1 was read as BL2 CD40 inh -70.
`O=C(CC(=O)Nc1ccccc1)Nc1ccccc1` gave BL2 CD40 inh 2.
`CCN1CCN(C(=S)c2ccc(OC)cc2)CC1` gave BL2 CD40 inh 12.
`O=C1C2=C(SCCS2)C(=O)N1c1ccccc1` gave BL2 CD40 inh -4.
For CCNC(=O)c1sc2cc(C)ccc2c1Cl the results were BL2 CD40 inh -66.
`NNC(=O)C1CC1c1ccc(Cl)cc1` (stereo not drawn) gave BL2 CD40 inh 0.
